Compound activity: PubChem, several laboratories
CCHF vOTU inh: CCHFV vOTU protease inhibitors, primary screen, biochemical, Pep-AMC substrate, fluorescence; Crimean-Congo hemorrhagic fever virus L polyprotein viral ovarian tumor (vOTU) protease …; inhibition, % at 11.5 µM; 0.55% of 370,000 active; AID 651958, 2012; note: 0% = vehicle wells with enzyme and 100% = no enzyme wells
FadD28 FP inh: inhibitors of FadD28 bisubstrate probe binding, primary screen, biochemical, fluorescence polarization, single point | inhibition, % at 12.5 µM | Mycobacterium tuberculosis FadD28 fatty-acid-AMP ligase | AID 588549, 2011 | 0.22% of 360,000 active; in the data active = inhibition above about 8.5%, passing the limit was not always enough; inconclusive = no clear call, values can overlap the other calls
DUSP3 inh: VHR1 phosphatase inhibitors, primary screen, biochemical, absorbance, uHTS | Dual specificity protein phosphatase 3 (Homo sapiens), P51452 | recombinant VHR phosphatase, pNPP absorbance | 0.52% of 290,000 active | inhibition, % at 13.3 µM; in the data active = inhibition above about 50%; note: some compounds called inactive have numbers as strong as hits
Target sequence (P51452 whole entry, looked up): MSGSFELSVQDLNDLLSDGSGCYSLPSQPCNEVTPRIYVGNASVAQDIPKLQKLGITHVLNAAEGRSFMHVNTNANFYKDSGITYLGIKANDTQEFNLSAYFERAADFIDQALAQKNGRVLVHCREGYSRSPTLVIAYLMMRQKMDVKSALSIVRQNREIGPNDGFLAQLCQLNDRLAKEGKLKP
BoNT-F LC inh: BoNT/F light chain protease inhibitors, primary screen, biochemical, flow cytometry, MLPCN library | Multiplex microsphere protease cleavage assay | Botulinum neurotoxin type F light chain protease (Clostridium botulinum) | inhibition, % at 10 µM | 0.22% of 360,000 active; in the data active = inhibition above about 35%, passing the limit was not always enough; inconclusive = no clear call, values can overlap the other calls; note: plate controls were buffer without enzyme for full effect and enzyme alone for no effect
GDH-TPI inh: GDH-TPI coupling enzyme inhibitors, primary screen, artefact control for M. tuberculosis FBA inhibitor project, biochemical, absorbance, full deck; GDH-TPI coupled enzyme counterscreen, NADH absorbance; inhibition, % at 4.8 µM; 1.2% of 360,000 active; AID 588335, 2011;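 note: 0% = DMSO wells and 100% = wells lacking the enzyme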
MazF activator: activators of E. coli MazEF toxin-antitoxin RNase, primary screen, biochemical, fluorescence, uHTS; Endoribonuclease toxin MazF (Escherichia coli (strain K12)), P0AE70; FAM/BHQ RNA-DNA oligo cleavage fluorescence, 5 h; activation, % at 20 µM; 0.32% of 350,000 active; in the data active = activation above about 50%
Target sequence (P0AE70 whole entry, looked up): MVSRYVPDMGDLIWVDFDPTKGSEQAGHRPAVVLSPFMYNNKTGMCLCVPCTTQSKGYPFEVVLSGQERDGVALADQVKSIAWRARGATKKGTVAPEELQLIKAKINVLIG
Rv3671c inh: Rv3671c serine protease inhibitors, primary screen, biochemical, fluorescence polarization, M. tuberculosis H37Rv | inhibition, % at 5.96 µM | 0.048% of 320,000 active; in the data active = inhibition above about 38%;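 note: extracellular domain of Rv3671c used as enzyme; 0% = enzyme with DMSO and 100% = no enzyme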
Target sequence (P9WHR9 whole entry, looked up, the tested form may be a part): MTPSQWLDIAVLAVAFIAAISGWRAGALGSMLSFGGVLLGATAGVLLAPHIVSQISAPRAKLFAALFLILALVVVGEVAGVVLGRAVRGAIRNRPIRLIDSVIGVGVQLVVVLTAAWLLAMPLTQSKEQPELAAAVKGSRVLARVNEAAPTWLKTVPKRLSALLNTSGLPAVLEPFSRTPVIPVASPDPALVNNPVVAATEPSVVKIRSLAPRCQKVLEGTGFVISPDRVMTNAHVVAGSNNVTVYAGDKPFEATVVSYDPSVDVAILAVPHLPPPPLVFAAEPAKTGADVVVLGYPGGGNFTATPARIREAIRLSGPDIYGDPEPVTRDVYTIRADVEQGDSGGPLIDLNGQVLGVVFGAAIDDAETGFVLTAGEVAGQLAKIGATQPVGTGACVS
Mtb UGM inh: M. tuberculosis UGM enzyme inhibitors, primary screen, biochemical, fluorescence polarization, single point; purified UGM, fluorescence polarization probe displacement; inhibition, % at 10 µM; 0.06% of 320,000 active; AID 504406, 2011; in the data active = inhibition above about 10%, passing the limit was not always enough; inconclusive = no clear call, values can overlap the other calls
Mtb FBA inh: Mtb FBA enzyme inhibitors, primary screen, biochemical, fluorescence, strain H37Rv. purified M. tuberculosis FBA, fluorescence read-out. inhibition, % at 1 µM. 2.3% of 360,000 active. AID 588726, 2011; in the data active = inhibition above about 27%;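 note: 0% = vehicle and 100% = reference inhibitor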
Target sequence (P9WQA3 whole entry, looked up): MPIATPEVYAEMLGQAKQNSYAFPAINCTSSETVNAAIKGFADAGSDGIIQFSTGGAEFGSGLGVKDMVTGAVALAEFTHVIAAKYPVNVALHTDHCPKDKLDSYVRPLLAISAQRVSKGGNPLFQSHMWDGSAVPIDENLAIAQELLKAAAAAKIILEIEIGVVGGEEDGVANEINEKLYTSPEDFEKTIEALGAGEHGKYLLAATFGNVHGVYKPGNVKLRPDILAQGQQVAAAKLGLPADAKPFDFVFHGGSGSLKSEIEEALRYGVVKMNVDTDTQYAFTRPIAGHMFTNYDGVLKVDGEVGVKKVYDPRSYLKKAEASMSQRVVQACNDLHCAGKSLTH
BioA inh: M. tuberculosis BioA enzyme inhibitors, primary screen, biochemical, plate reader, single point, HTS; inhibition, % at 9.99 µM; 0.096% of 360,000 active; purified M. tuberculosis BioA enzyme; 7,8-diaminopelargonic acid synthase BioA (Mycobacterium tuberculosis); in the data active = inhibition above about 40%; inconclusive = no clear call, values can overlap the other calls
Starred values were filed as active, the others as inactive; ? = inconclusive; · = not tested or not shown; + = active, no number. Cut-off read from the data, not from the text of the source, unless noted: active = inhibition above about 30%; inactive = the rest.

SMILES	CCHF vOTU inh	FadD28 FP inh	DUSP3 inh	BoNT-F LC inh	GDH-TPI inh	MazF activator	Rv3671c inh	Mtb UGM inh	Mtb FBA inh	BioA inh
COc1ccc(CN2C(=O)c3ccccc3C2C(=O)NC2CCCCCC2)c(OC)c1 (stereo not drawn)	-1.8	0.0	7.2	-1.2	10.0	1.4	·	·	3.6	0.0
CCOC(=O)c1[nH]c(=O)[nH]c1CSCCO	5.8	-3.6	-1.7	0.4	-12.8	-2.7	2.8	-0.6	3.2	0.3
CN1C(=O)/C(=C2/C=CC=CN2C)OC1=S	5.7	-1.9	11.3	?	7.2	0.6	-4.2	-1.0	-5.2	0.3
COc1ccc(CNC(=O)CN(C)CC(=O)Nc2ccccc2Br)cc1	-2.3	-0.3	·	9.6	1.5	-2.9	1.3	0.1	3.2	1.1
O=C(NCCCO)C(=O)NCc1ccncc1	-7.4	-0.9	31.5	1.6	-2.2	-10.9	-4.0	0.9	-6.8	·
CCCSc1nc2c(c(=O)[nH]c(=O)n2C)n1Cc1ccccc1	5.8	-2.0	-17.1	-3.2	5.1	-21.1	1.7	-2.1	-0.2	4.8
CCc1nnc(NC(=O)CSc2nccn2-c2ccccc2)s1	-16.6	-1.2	5.8	9.4	1.1	1.9	-3.2	-1.1	1.5	-1.4
Cc1sc2ncn(CC(=O)NCCc3ccccc3)c(=O)c2c1C	6.8	-1.9	6.3	-30.8	8.2	3.5	-1.0	-3.4	-0.5	-2.4
COC(=O)c1sc(S(=O)(=O)NCc2cccs2)c(C(=O)OC)c1C	-6.3	-0.9	2.9	5.0	2.6	10.1	-5.5	-1.9	1.1	0.2
CC(=O)Oc1ccc(/C(C)=N/N2CCN(Cc3ccc(C)cc3)CC2)cc1	-0.6	-0.9	-7.4	10.3	15.4	-33.2	3.0	-0.4	-5.7	-0.4
Cc1nnsc1S(=O)c1ccc(Br)cc1 (stereo not drawn)	-2.8	-2.7	13.3	-11.9	-2.9	4.4	-5.1	-1.6	-1.6	2.8
CCN(CC)C(=O)c1cccc(NC(=O)c2cc(C3CC3)nc3c2cnn3C(C)C)c1	-1.8	-2.3	·	-3.2	-1.6	6.4	-3.5	0.3	-4.7	-1.2
COc1ccccc1/C=C\C=N\NC(=O)c1ccco1	8.1	-4.9	18.1	-13.9	6.3	2.4	0.8	3.2	-1.0	-0.3
Cn1cc(C(=O)NS(=O)(=O)Nc2ccc(Br)cn2)c2ccccc21	13.7	-2.0	1.1	-2.3	5.6	-1.5	-1.6	-0.9	0.0	·
O=c1ccc(-c2nc3ccccc3n2Cc2ccc(Cl)cc2)c[nH]1	4.2	-4.0	5.2	5.3	3.5	1.6	-2.9	1.6	7.5	14.3
COc1cc(OC)c(C2=NOC(C(=O)Nc3ccc4c(c3)OCO4)C2)cc1Cl (stereo not drawn)	14.5	-2.9	21.6	-3.7	0.6	3.2	2.7	0.9	57.1*	·
COC(=O)C1[C@H]2SC(C)(C)C(C(=O)OC)N2C(=O)N1Cc1nc2ccccc2s1 (stereo partly drawn)	-6.8	-3.1	20.5	2.2	8.4	-0.3	-2.2	0.6	-1.7	-0.8
COC(=O)C1(CCSC)NC(c2ccc(O)cc2)C2C(=O)N(c3ccc(F)cc3)C(=O)C21 (stereo not drawn)	4.4	-2.6	-41.8	?	8.1	4.6	-5.5	0.1	114.4*	-1.0
NC(=O)C1=C(c2ccccc2)c2ccccc2C1=O	6.1	0.2	·	4.1	11.9	-2.6	·	·	2.2	-0.6
CCCCN(C(=O)CSCC(=O)Nc1cccc(C)c1)c1c(N)n(Cc2ccccc2)c(=O)[nH]c1=O	4.4	-5.4	·	-11.1	5.0	-0.3	3.9	3.0	-0.2	-0.3
CC(CC(=O)NCc1cccnc1)c1ccccc1 (stereo not drawn)	-2.5	-2.4	-13.9	7.6	-4.6	2.4	-0.7	-1.8	-0.3	0.7
Cc1cccc(N2C(=O)C3C(c4ccccc4)OC4(C(=O)c5ccccc5C4=O)C3C2=O)c1 (stereo not drawn)	-9.0	0.2	-1.1	-6.2	4.9	0.8	7.4	-0.2	3.9	-0.4
COc1ccccc1CN(C(=O)Cc1cccs1)C(C(=O)NC1CCCC1)c1ccncc1 (stereo not drawn)	5.2	-0.8	17.8	2.2	6.5	-5.2	-2.0	-1.0	4.3	1.9
COc1ccc(/C=C/C(=O)Nc2ccc(C)cc2)cc1S(=O)(=O)N1CCOCC1	1.5	1.6	16.6	-5.6	19.8	-9.4	-1.1	1.2	1.6	-1.1
CCOC(=O)N1CCN(C(=O)c2ccc3c(c2)N=C(CC)c2cc(C)ccc2S3)CC1	11.8	-0.6	1.9	-2.5	1.7	4.7	-6.0	3.2	1.2	0.2

Record cards (already shown):
COc1ccccc1/C=C\C=N\NC(=O)c1ccco1 across the screens: CCHF vOTU inh = 8.1; FadD28 FP inh = -4.9; DUSP3 inh = 18.1; BoNT-F LC inh = -13.9; GDH-TPI inh = 6.3; MazF activator = 2.4; Rv3671c inh = 0.8; Mtb UGM inh = 3.2; Mtb FBA inh = -1.0; BioA inh = -0.3
COc1ccc(CN2C(=O)c3ccccc3C2C(=O)NC2CCCCCC2)c(OC)c1 (stereo not drawn) across the screens: CCHF vOTU inh = -1.8; FadD28 FP inh = 0.0; DUSP3 inh = 7.2; BoNT-F LC inh = -1.2; GDH-TPI inh = 10.0; MazF activator = 1.4; Rv3671c inh = ·; Mtb UGM inh = ·; Mtb FBA inh = 3.6; BioA inh = 0.0
COc1ccccc1CN(C(=O)Cc1cccs1)C(C(=O)NC1CCCC1)c1ccncc1 (stereo not drawn) across the screens: CCHF vOTU inh = 5.2; FadD28 FP inh = -0.8; DUSP3 inh = 17.8; BoNT-F LC inh = 2.2; GDH-TPI inh = 6.5; MazF activator = -5.2; Rv3671c inh = -2.0; Mtb UGM inh = -1.0; Mtb FBA inh = 4.3; BioA inh = 1.9

(further entries)
SMILES	CCHF vOTU inh	FadD28 FP inh	DUSP3 inh	BoNT-F LC inh	GDH-TPI inh	MazF activator	Rv3671c inh	Mtb UGM inh	Mtb FBA inh	BioA inh
Cc1ccc(C)c(N(CC(=O)NCc2ccco2)C(=O)CNS(=O)(=O)c2ccc(F)cc2)c1	11.0	-3.1	24.1	1.2	-4.5	-6.5	-5.2	3.7	-0.6	1.5
CC(C)Nc1ncnc2c1ncn2[C@H]1CN(Cc2ccc(-c3ccccc3)cc2)C[C@@H](CO)O1	-4.4	-4.0	·	1.1	16.8	·	·	·	0.2	0.8
CC1(C)CC(=O)C2=C(C1)OC1=C(C(=O)CC(C)(C)C1)C2c1ccccc1	8.4	-0.6	9.9	5.0	6.9	-7.2	-11.1	-1.6	0.6	-0.9
COc1ccc(Cl)cc1C(=O)NNC(=S)NC(=O)c1ccc(F)c(F)c1	·	·	-3.3	-37.2	-4.1	4.4	0.1	0.1	-0.8	0.2
COC(=O)c1ccc2c(CCO)c[nH]c2c1	-82.7	-2.4	20.5	-10.2	17.4	6.9	7.9	1.3	+	-0.7
CC(C)CN(C(=O)C(c1ccccc1)c1ccccc1)c1c(N)n(CC(C)C)c(=O)[nH]c1=O	11.9	-0.7	10.2	0.1	-0.7	-3.0	-0.1	1.9	-2.8	-0.4
c1ccc(-c2nnc(-c3ccccn3)s2)nc1	-3.1	-1.7	11.2	·	15.9	4.1	5.2	-1.1	4.7	-2.5
O=[N+]([O-])c1ccc(CN2CCCCCC2)s1	5.0	-1.6	-17.0	-1.6	11.0	5.9	-13.2	-3.2	-3.9	-0.7
CCSc1ncnc2sc3c(c12)CCC3	-6.5	-1.3	14.8	0.8	-6.2	-6.6	-3.3	-0.6	2.0	0.0
CSCC[C@H](NC(=O)Nc1cccc(Br)c1)C(=O)O	-6.0	-1.0	29.8	-1.6	10.0	-4.3	1.6	0.7	-1.0	-0.9
CCC1(CC(C)c2ccccc2)C(=O)NC(=O)NC1=O (stereo not drawn)	-15.3	-2.3	·	-1.5	4.7	10.4	·	·	2.3	0.4
Nc1nc2ccc(S(=O)(=O)c3ccc4nc(N)sc4c3)cc2s1	-2.6	-0.5	6.2	-10.2	7.8	-15.8	-15.9	-3.1	28.5*	-0.7
COc1ccc(S(=O)(=O)N(CC(=O)Nc2cc(C)on2)Cc2ccccc2)cc1	-6.0	-3.2	13.8	-22.5	4.0	-8.8	-4.9	0.8	-1.0	1.2
CC1CC(C)(C)NC(=S)N1CCC(=O)N1CCc2ccccc2C1 (stereo not drawn)	2.6	-1.4	1.2	-3.8	24.4	4.3	4.8	-0.1	-0.5	·
COc1cccc(CNC(=O)c2cc3c(cc2Cl)N2CCCCCC2=NS3(=O)=O)c1	-5.5	-4.2	·	?	2.9	4.2	2.7	1.6	-2.6	·
COC(=O)c1cccc(C(=O)Nc2ccc(F)cc2)n1	1.1	-1.3	14.7	-2.7	14.3	3.0	-5.5	-0.9	3.8	0.2
CCOC(=O)C1=CCN(S(=O)(=O)c2ccc(C)cc2)C1c1ccc(Cl)cc1 (stereo not drawn)	4.5	-4.0	·	-0.1	·	·	·	·	-2.0	-1.3
CCS(=O)(=O)c1nc(S(=O)(=O)c2ccc(C)cc2)c(NCCCn2ccnc2)s1	5.4	-0.6	-6.0	-2.9	12.8	9.2	1.6	-1.7	-3.9	0.5
CN(Cc1ccccc1)C(=O)CCC(=O)N(C)Cc1ccccc1	-9.2	0.0	14.7	-5.8	-0.6	3.1	-4.7	-1.1	2.8	-1.3
CC(C)N(CCC#N)C(=O)Nc1ccc2c(c1)CCO2	-8.2	-0.6	21.0	5.6	0.0	2.3	-5.0	2.1	0.8	·
Cc1ccccc1CN1CCNC(=O)C1CC(=O)O (stereo not drawn)	-2.6	-3.8	-8.6	-9.4	-3.8	2.6	-1.7	-3.1	-1.8	-1.5
COc1ccc(/C=N/NC(=O)CNC(=O)c2ccc3c(c2)OCCO3)cc1OC	5.1	-2.9	7.4	1.6	4.4	-6.6	4.8	0.8	-2.0	·
Cc1cccc(-n2ncc3c(NCCN4CCOCC4)ncnc32)c1	11.0	1.3	7.6	-7.1	8.2	2.6	5.4	0.1	6.0	0.4
CN(O)/C=c1/ccc2c(n1)C(=O)C=CC=2	17.1	-0.3	13.3	10.5	10.2	1.7	-37.9	-0.2	-1.4	-0.5
COc1cc(/C=N/NC(=O)Cc2nnc(NC(=O)c3ccccc3)s2)ccc1O	6.2	-0.7	39.6	-1.8	21.0	14.8	-9.5	5.2	-0.8	-2.7

(cont.)
SMILES	CCHF vOTU inh	FadD28 FP inh	DUSP3 inh	BoNT-F LC inh	GDH-TPI inh	MazF activator	Rv3671c inh	Mtb UGM inh	Mtb FBA inh	BioA inh
Cc1cccc(-n2c(SCC(=O)N3CCCC3)nc3n[nH]c(C)c3c2=N)c1	-8.2	-6.0	-3.3	-4.3	12.3	8.7	1.4	0.0	-1.9	0.0
Cc1noc2ncnc(Oc3ccccc3Cl)c12	12.8	-1.0	5.1	-0.9	-3.8	1.5	4.5	0.1	0.1	·
O=C(CSc1nnc(NC(=O)c2c(F)cccc2F)s1)NC1CCCC1	4.1	·	14.4	6.3	-7.2	4.8	-4.7	0.9	-1.0	0.6
S=C(Nc1ccccc1Cl)N(Cc1ccccc1)Cc1cccnc1	-20.3	-2.8	37.4	0.9	7.1	6.2	-5.0	-0.9	4.6	·
C/C(=N/NS(=O)(=O)c1ccc(Br)cc1)c1ccc(C)o1	2.8	-0.3	-4.1	-5.1	10.8	4.1	-6.8	2.8	-0.4	·
O=C(CSc1cc([N+](=O)[O-])cc(S(=O)(=O)Cc2ccccc2)c1)NC1CC1	-9.9	0.2	-1.5	-7.7	7.1	7.9	-4.9	-1.1	0.2	·

Random draw from the library. Share with any hit: about 4.9%.
